Compound activity from PubChem.
STK33 inh: blocks human STK33 kinase activity. Q9BYT3. purified STK33, MBP phosphorylation, ADP-Glo luminescence. inhibition, % at 10 µM. hit rate 0.073% among 320,000;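 active = inhibition at or above 25%, using the most active replicate where run in duplicate; inactive = inhibition below 25%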
Target sequence (Q9BYT3 whole entry, looked up): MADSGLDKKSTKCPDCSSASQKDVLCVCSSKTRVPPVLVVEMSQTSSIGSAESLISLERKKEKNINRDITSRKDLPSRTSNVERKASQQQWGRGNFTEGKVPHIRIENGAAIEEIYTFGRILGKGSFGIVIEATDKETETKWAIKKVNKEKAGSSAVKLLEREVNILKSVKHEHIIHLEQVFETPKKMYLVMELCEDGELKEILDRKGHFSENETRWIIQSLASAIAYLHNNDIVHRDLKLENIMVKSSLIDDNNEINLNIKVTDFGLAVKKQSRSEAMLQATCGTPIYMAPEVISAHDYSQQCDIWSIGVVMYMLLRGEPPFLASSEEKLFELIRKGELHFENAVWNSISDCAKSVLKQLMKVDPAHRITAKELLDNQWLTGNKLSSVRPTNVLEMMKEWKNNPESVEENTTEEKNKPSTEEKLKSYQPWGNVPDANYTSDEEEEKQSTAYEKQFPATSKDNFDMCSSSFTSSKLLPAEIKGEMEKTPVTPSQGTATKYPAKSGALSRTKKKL
CHT PAM: allosterically activates the human high affinity choline transporter. Q9GZV3. CHT-expressing cells, membrane potential dye, choline EC20; stronger effect = higher value; LV-AA mutant CHT in HEK293 cells. B-score at 10 µM. hit rate 0.49% among 310,000. AID 488977;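 active = initial fluorescence not abnormally high and integrated response B-score, plate-corrected, over 3 SD above library mean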
CHT inh: human CHT choline transport inhibition; Q9GZV3; CHT-expressing cells, membrane potential dye, choline response; stronger effect = lower value; B-score at 10 µM; hit rate 0.86% among 310,000;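 active = B-score over 3 SD under the library average, and starting fluorescence ratio not unusually high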;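 note: choline stimulus applied at its EC90 after an EC20 pre-addition; B-score computed on integrated fluorescence ratio after choline addition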
* hit, by the source's call; i = inactive; . = not tested or not shown.

Below each SMILES: CHT inh | STK33 inh | CHT PAM
> O=C(CCn1c(=O)[nH]c2ccsc2c1=O)N1CCc2ccccc2C1
→ i | 8.0 | i
> N=C(N)SCc1cccc2ccccc12
→ i | 0.6 | i
> CCN1CCN(C(c2ccccc2OC)c2nnnn2C2CCCCC2)CC1 (stereo not given)
→ i | -0.5 | i
> Cc1sc2nc(CSC(C)C(=O)Nc3cc(S(C)(=O)=O)ccc3Cl)[nH]c(=O)c2c1C (stereo not given)
→ i | -0.3 | i
> CCOc1ccc(/C=C/C(O)=C2/C(=O)N(C)C3(C)CC2c2ccccc2O3)cc1OC (stereo not given)
→ i | 0.2 | i
> CCc1ccccc1NC(=O)c1sc2nc(C)cc(C)c2c1N
→ i | 0.4 | i
> CC(=O)Oc1ccc(C(=O)Nc2cccc(C(=O)c3cccc(NC(=O)c4ccc(OC(C)=O)cc4)c3)c2)cc1
→ i | -2.1 | i
> CCC1=NN(C(=O)c2ccc(C)cc2)C(O)(c2ccc(Br)cc2)C1 (stereo not given)
→ i | -0.5 | i
> CCOC(=O)N1CCN(C(=O)CSCC(=O)Nc2nc(-c3ccc(-c4ccccc4)cc3)cs2)CC1
→ i | -1.9 | i
> Cc1ccccc1CNS(=O)(=O)c1ccc2c(c1)OCCO2
→ -5.8* | . | i
> S=C(NCc1ccncc1)Nc1ccc(Br)cc1
→ i | . | i
> Cc1ccc(NC(=O)Cc2noc3ccccc23)cc1
→ i | 0.3 | i
> Cc1ccc(OCCN(C)C)c([N+](=O)[O-])c1
→ i | -1.2 | i
> Cc1cc(NC(=O)CSc2nnc(-c3ccco3)n2CC2CCCO2)no1 (stereo not given)
→ i | 1.6 | i
> O=C(CC1C(=O)NCCN1Cc1ccc(-c2ccccc2)cc1)NCc1ccncc1 (stereo not given)
→ i | 2.5 | i
> Cn1c(N2CCOCC2)nc(-c2ccccc2)c1-c1ccccc1
→ i | 0.0 | i
> C/C(=N/NC(=O)CNC(=O)c1ccco1)c1ccco1
→ i | -1.4 | i
> Cc1ccc(Cl)cc1NC(=S)N(Cc1ccccc1)Cc1cccnc1
→ i | -0.9 | i
> CC1(C)Cc2cccc(C(=O)Nc3ccc(Cl)cc3)c2O1
→ i | -1.0 | i
> CN(C(=O)c1sc2nc(N3CCCC3)c3c(c2c1N)CC(C)(C)OC3)c1ccccc1
→ i | -0.5 | i
> O=C(CSc1nc2nccnc2c(=O)n1Cc1cccs1)Nc1ccccc1F
→ i | -0.2 | i
> CS(=O)(=O)N(CC(=O)Nc1ccccc1Sc1ccccc1)c1cccc(Br)c1
→ i | -2.4 | i
> O=C(Cn1nc(Cl)nc1Cl)c1ccc2c(c1)OCCO2
→ i | -1.2 | i
> Cc1ccc(CSCCNC(=O)CCSc2ccccc2)cc1
→ i | 0.0 | i
> O=C(Nc1cccc(-c2cn3ccccc3n2)c1)c1cccs1
→ i | -0.4 | i
> O=S(=O)(/N=C(/NNS(=O)(=O)c1ccccc1)c1ccccc1)c1ccccc1
→ i | -0.9 | i
> O=C(NCc1nnc(SCC(=O)N2CCC(Cc3ccccc3)CC2)o1)c1ccccc1F
→ i | 1.3 | i
> O=C(O)CN1C(=O)C(=O)N(Cc2ccc(C(F)(F)F)cc2)C1=O
→ i | -0.4 | i
> CCOC(=O)c1cc(C#N)c(=S)[nH]c1C
→ i | . | i
> CCOC(=O)CNc1ccc2c(c1)OCO2
→ i | -0.3 | i
> COc1cccc(N2CCN(C(=O)c3cccc(NC4=NC5CS(=O)(=O)CC5S4)c3)CC2)c1 (stereo not given)
→ i | -4.2 | i
> CC1(C)CC(=O)C/C(=N\NC(=O)C2C3CCCCC32)C1 (stereo not given)
→ i | -1.7 | i
> COc1ccc(C2CC(c3cccs3)=NN2C(=O)CSc2nc3c(cnn3-c3ccccc3)c(=O)[nH]2)cc1 (stereo not given)
→ i | -0.7 | i
> Cc1sc(NC(=O)c2cccc([N+](=O)[O-])c2)c(C(N)=O)c1-c1ccc(C(C)(C)C)cc1
→ i | -0.5 | i
> CCOc1cc(C(=S)N2CCCCC2)ccc1OS(=O)(=O)c1ccc(Cl)cc1
→ i | -0.7 | i
> O=C(Cn1cnc2ccccc21)c1ccc(Br)cc1
→ i | . | i
> CCCN1C(=O)c2cc(C(=O)Nc3ccccc3CC)ccc2C1O (stereo not given)
→ i | 0.0 | i
> C/C(CC(=O)Nc1ccccn1)=N\NC(=O)c1ccc([N+](=O)[O-])cc1Cl
→ i | -2.2 | i
> COc1ccccc1OCCn1cc(/C=C(\C#N)C(=O)NCc2cccs2)c2ccccc21
→ i | 1.3 | i
> N#CCCn1cc(/C=N/NC(N)=S)c(-c2ccc(Br)cc2)n1
→ i | 1.9 | i
> CCCn1c(SCC(=O)c2ccc(OC)c(OC)c2)nc2c1c(=O)n(C)c(=O)n2C
→ i | -1.2 | i
> Cc1csc(NC(=O)Cc2ccccc2Cl)n1
→ i | -1.0 | i
> COCc1nnc(NC(=O)c2ccc(Cl)cc2[N+](=O)[O-])s1
→ i | -1.6 | i
> Cc1ccc(-c2nc(C3CCN(S(=O)(=O)c4ccc(C(F)(F)F)cc4)CC3)no2)cc1
→ i | 0.9 | i
> CCN1C(=O)S/C(=C/c2ccsc2)C1=O
→ i | 0.4 | i
> CCC(=O)N=c1ccn(C2=Nc3ccccc3NC2=C(C#N)C#N)cc1
→ i | -0.6 | i
> O=C(NC1CCCCCC1)C1CCCN(c2ncccn2)C1 (stereo not given)
→ i | 0.2 | i
> COC(=O)c1nc(NC(=S)NC(=O)c2cccs2)sc1C
→ i | 1.2 | i
> O=C(Nc1cccs1)NC1CCCC1
→ i | 1.2 | i
> Cc1ccc2nc(Nc3ccc(C)c(C)c3)c3nncn3c2c1
→ i | -1.8 | i
> OC(CNCCCCNCC(O)C(F)(F)F)C(F)(F)F (stereo not given)
→ i | -3.0 | i
> CCOCCCNC(=S)N1CCC(NC(=O)C23CC4CC(CC(C4)C2)C3)CC1
→ i | -2.3 | i
> Cc1nn(-c2ccccc2)c(C)c1/C=C/C(=O)OC(C)C(=O)Nc1ncc(Cl)cc1Cl (stereo not given)
→ i | -0.8 | i
> Cc1ccccc1NC(=O)Cn1cnc2c(oc3ccccc32)c1=O
→ i | -2.1 | i
> CC(NC(=O)Cc1c(F)cccc1Cl)C1CCCO1 (stereo not given)
→ i | -2.2 | i
> c1ccc2nc(N3CCN(Cc4ccc5c(c4)OCO5)CC3)cnc2c1
→ i | -0.3 | i
> O=c1oc2cc([N+](=O)[O-])ccc2nc1/C=C(O)/C=C/c1ccccc1
→ i | 0.4 | i
> COC(=O)c1ccccc1NC(=O)Cn1c(-c2nonc2N)nc2ccccc21
→ i | 0.8 | i
> CS(=O)(=O)NCC(c1ccco1)N1CCN(c2ccc(F)cc2)CC1 (stereo not given)
→ i | -0.8 | i
> Cc1cc(C)cc(N(C(=O)c2csnn2)C(C(=O)NC2CCCC2)c2ccccn2)c1 (stereo not given)
→ i | 1.7 | i

Next records follow.
Below each SMILES: CHT inh | STK33 inh | CHT PAM
> COc1ccc(N2CCN(C(=O)C3CCCN(S(=O)(=O)c4ccc(F)cc4)C3)CC2)cc1 (stereo not given)
→ i | -1.1 | i
> CC(C)c1ccc(N2C=Nc3ccc(C(C)C)cc3C2)cc1
→ i | -0.8 | i
> O=C(CCC(=O)OCc1ccc([N+](=O)[O-])cc1)Nc1ccc(F)cc1
→ i | -0.2 | i
> COc1ccc(/C(C)=N/NC(=O)CCC(=O)Nc2ccc(Cl)cc2Cl)c(OC)c1
→ i | 3.0 | i
> C=CCSc1nnc(NC(=O)CSc2nc3ccccc3[nH]2)s1
→ i | -1.6 | i
> O=C(c1ccc(Cl)c(S(=O)(=O)N2CCOCC2)c1)N1CCN(c2ccccc2)CC1
→ i | -0.5 | i
> COCCn1cnc2c1c(=O)n(CC(=O)OCC#N)c(=O)n2Cc1ccccc1
→ i | -0.7 | i
> O=C(/C=C/c1ccco1)NCCCN1CCN(CCCNC(=O)/C=C/c2ccco2)CC1
→ i | 0.2 | i
> C=CCNC(=O)COC(=O)c1cc(S(=O)(=O)N2CCCCC2)ccc1Cl
→ i | 0.6 | i
> Cc1cc(=O)[nH]c2ccc(S(=O)(=O)N3CCOCC3)cc12
→ i | -0.3 | i
> CCOc1cccc(/C=N/NC(=O)CC2C(=O)NN=C2C)c1O (stereo not given)
→ i | 1.1 | i
> CCCC1(c2ccccc2)NC(=O)N(CCN2C(=O)c3ccccc3C2=O)C1=O (stereo not given)
→ i | 0.0 | i
> CN1CCc2c(n(CC(O)CN(CCO)CCO)c3ccccc23)C1=O (stereo not given)
→ i | -2.5 | i
> Cc1ccc(-c2nc(C#N)c(NCCc3ccccn3)o2)cc1
→ i | -1.8 | i
> COc1ccccc1OCC#CCn1ccnc1
→ i | -0.8 | i
> CC(=O)N(c1ccc(C)cc1)S(=O)(=O)c1ccc(Cl)cc1
→ i | -1.2 | i
> S=C1NCN(C2CCCCC2)CN1c1ccccc1
→ i | 0.9 | i
> Brc1ccc(C2=CC(c3cccs3)n3ncnc3N2)cc1 (stereo not given)
→ i | 0.4 | i
> CN1CCCCCC1C(=O)N1CCC(N2CCC(C(=O)N3CCOCC3)CC2)CC1 (stereo not given)
→ i | -0.4 | i
> CC(C)n1c(NCc2nc3ccccc3n2C)nc2ccccc21
→ i | -0.2 | i
> Cn1c(SCC(=O)N2CCCc3ccccc32)nnc1-c1ccco1
→ i | -1.7 | i
> NS(=O)(=O)c1ccc(CCNC(=O)CNC(=O)C2CCCCC2)cc1
→ i | -1.1 | i
> COC(=O)c1ccc(C(=O)N2CCCC(N3CCN(c4ccccc4)CC3)C2)nc1 (stereo not given)
→ i | 3.6 | i
> COc1ccc([C@@H]2[C@@H](C(=O)C(C)(C)C)N3N=Cc4ccccc4[C@@H]3C23C(=O)OC(C)(C)OC3=O)cc1OC
→ i | -0.5 | i
> COCCCn1c(SCc2nnc(-c3ccc(OC)c(OC)c3)o2)nnc1-c1ccncc1
→ i | -0.3 | i
> CCOc1ccc(C(=O)c2nc3c(n2O)CCCCC3)cc1
→ i | -0.4 | i
> Cc1nnc(SC(C)C(=O)Nc2ccc3c(c2)OCCO3)s1 (stereo not given)
→ i | -0.5 | i
> COc1cccc(-c2cc(C(=O)N3CCN(c4ncccn4)CC3)c3ccccc3n2)c1
→ i | 0.5 | i
> COc1cc(C(=O)NCC2CCCO2)ccc1OCc1ccccc1 (stereo not given)
→ i | -1.0 | i
> COc1cccc(N2C(=O)CC(N3CCC(c4nc5ccccc5[nH]4)CC3)C2=O)c1 (stereo not given)
→ i | 0.2 | i
> CCCC(=O)Nc1ccc(Cl)c(NC(=O)c2ccc(Br)o2)c1
→ i | 5.3 | i
> O=C(NCC(=O)N(c1cccnc1)C(C(=O)NC1CCCCC1)c1cccnc1)c1ccco1 (stereo not given)
→ i | -0.8 | i
> Cc1cc(C)c(C(=O)CSc2nc3ccccc3c(=O)[nH]2)cc1C
→ i | -0.9 | i
> COc1ccc(NS(=O)(=O)c2cccc(C(=O)NCC(c3ccco3)N3CCCC3)c2)cc1 (stereo not given)
→ i | -1.2 | i
> CC(=O)Nc1ccccc1OCCOc1ccc(Br)cc1
→ i | 0.0 | i
> COc1ccccc1/C=C\C(=O)NCC(=O)N/N=C(\C)Cc1ccccc1
→ i | 1.3 | i
> CCOc1ccc(CC(=O)N/N=C(\C)c2cccnc2)cc1
→ i | 1.2 | i
> CCOc1ccc2nc(SCC(=O)Nc3ccc(S(=O)(=O)N4CCCC4)cc3)c(C)cc2c1
→ i | -0.9 | i
> CCCCN(C)CCNC(=O)c1c[nH]c2ccc(S(=O)(=O)N(CC)CC)cc2c1=O
→ i | 0.3 | i
> Cc1ccc(NC(=O)C2(c3ccccc3)CCOCC2)c([N+](=O)[O-])c1
→ i | -1.8 | i
> Cc1cc(NC(=O)CCC(=O)N(c2cccc(F)c2)C(C(=O)NC2CCCC2)c2ccncc2)no1 (stereo not given)
→ i | 0.7 | i
> COC(=O)Nc1ccc(S(=O)(=O)N2CCC(C(=O)NC3CCCCC3)CC2)cc1
→ i | -1.0 | i
> Cc1cccc(-c2nnc3sc(-c4ccccc4)nn23)c1
→ i | -0.4 | i
> O=C1CCC(=O)N1CC1CC2CCC1C2 (stereo not given)
→ i | -0.5 | i
> COc1ccc(NC(=O)N2CCCc3cccc(C)c32)cc1
→ i | -1.5 | i
> C/C(=C\C(=O)c1ccc(Cl)cc1Cl)N(C)C
→ i | 0.0 | i
> COC(C[C@H]1O[C@@H]1[C@H](O)[C@H](C)OCc1ccccc1)OC
→ i | 2.7 | i
> O=C(O)C1CCN(Cc2ccccn2)CC1
→ i | -1.7 | i
> C=CCn1c(Cc2csc(N)n2)nnc1SCC(=O)OCC
→ i | -0.5 | i
> O=C(NC1CC1)C1Nc2ccc(OC(F)(F)F)cc2C2C=CCC12 (stereo not given)
→ i | -0.9 | i
> C1CCCCCC(NCCN2CCNCC2)CCCCC1
→ i | -0.4 | i
> COc1ccc(CCN(C)C(=O)CSc2nccn2C)cc1OC
→ i | 0.1 | i
